Screens: PubChem BioAssay, Sanford-Burnham Center for Chemical Genomics
GPR35 arrestin U2OS: inhibition of zaprinast-stimulated GPR35 beta-arrestin translocation – imaging, U2OS, beta-arrestin-GFP, zaprinast agonist, primary screen (AID 2058); U2OS GPR35 beta-arrestin-GFP translocation imaging, zaprinast antagonism; higher % means a stronger effect; inhibition, % at 10 µM, or IC50 in µM where a hit was titrated; 290,000 compounds, 0.052% hits;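 active = inhibition of at least 50% with at least 30 cells and total cytoplasm GFP at most 10,000,000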
GPR55 LPI antagonism: GPR55 antagonists blocking LPI-driven arrestin recruitment, primary screen, imaging, U2OS, beta-arrestin-GFP, LPI agonist (AID 2013); one-dose inhibition, % at 10 µM; IC50 in µM for titrated hits; U2OS GPR55 beta-arrestin-GFP translocation imaging, LPI antagonism; higher % means a stronger effect; 290,000 compounds, 0.13% hits;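 active = spots per cell inhibited over 60%, with over 100 cells counted and total cytoplasm intensity under 500,000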;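 also: U2OS cells stably carrying GPR55 and arrestin-GFP stimulated by 5 µM LPI near EC80; imaged beta-arrestin-GFP aggregate spots per cell after agonist stimulation; plate controls were LPI-stimulated DMSO wells for no effect and DMSO wells without LPI for full effect; some results filed as inactive read as strong as hits; confirmed hits need IC50 under 10 µM and bright autofluorescent wells are also inconclusive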
AID2073: inhibitors of Mint1-CaV2.2 protein interaction, biochemical, HTRF (AID 2073). HTRF protein-protein interaction, Mint1-CaV2.2; higher % means a stronger effect. 290,000 compounds, 0.19% hits. inhibition, % at 20 µM; hits with a dose series show IC50 in µM; in the data active = inhibition mostly above about 51%, no sharp cut-off; also: some results filed as inactive read as strong as hits
Siah-1 displacement: Siah-1 peptide-binding antagonists, primary screen, biochemical, fluorescence polarization, rhodamine-plectin, uHTS (AID 1817) | 290,000 compounds, 0.02% hits | Siah-1 / rhodamine-plectin peptide fluorescence polarization; higher % means a stronger effect | one-dose displacement, % at 20 µM; IC50 in µM for titrated hits;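 active = displacement of at least 50% at 20 µM, with a fluorescence ratio check between 0.3 and a set limit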;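 also: plate controls were Siah plus tracer with DMSO for no effect and tracer alone without Siah for full effect; strong numbers were not always called active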
KOR beta-arrestin-1: KOR antagonists, beta-arrestin recruitment, cell-based, luminescence, uHTS (AID 1778). KOR beta-arrestin recruitment, luminescence, antagonist mode; higher % means a stronger effect. one-dose inhibition, % at 10 µM; IC50 in µM for titrated hits. 290,000 compounds, 0.091% hits; in the data active = inhibition above about 50%; also: strong numbers were not always called active
KOR beta-arrestin-2: KOR agonists, beta-arrestin recruitment, primary screen, cell-based, luminescence, uHTS (AID 1777); KOR beta-arrestin recruitment, luminescence; higher % means a stronger effect; activation, % at 10 µM, or EC50 in µM where a hit was titrated; 280,000 compounds, 0.02% hits; in the data active = activation above about 50%, passing the limit was not always enough; also: a part of the inactive calls stands beside numbers as strong as those of hits
NOD1 NF-kB reporter: NOD1 signaling inhibitors, primary screen, cell-based, luminescence, uHTS (AID 1578); NOD1-driven NF-kB luciferase reporter cells, luminescence; higher % means a stronger effect; one-dose inhibition, % at 4 µM; EC50 in µM for titrated hits; 290,000 compounds, 1% hits; in the data active = inhibition mostly above about 36%, no sharp cut-off; inactive = mostly below about 34%;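 also: HEK-293T reporter cells stimulated with the NOD1 agonist gamma-tri-DAP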
GPR55 activation: GPR55 agonists via beta-arrestin recruitment, primary screen, imaging, U2OS cells, beta-arrestin-GFP redistribution (AID 1961) | U2OS GPR55 beta-arrestin-GFP redistribution imaging; higher % means a stronger effect | 290,000 compounds, 0.048% hits | activation, % at 10 µM, or EC50 in µM where a hit was titrated;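 active = activation above 40% with more than 50 cells counted in the well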;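 also: U2OS osteosarcoma cells stably expressing GPR55 and beta-arrestin-GFP; plate controls were DMSO negative control for no effect and LPI positive control for full effect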
HIV fusion peptide: cell-free HIV fusion peptide-binding blockers – biochemical, uHTS, fluorescence dequenching, primary screen (AID 1986) | cell-free peptide binding, fluorescence dequenching, 30 min; higher % means a stronger effect | inhibition, % at 20 µM; hits with a dose series show IC50 in µM | 290,000 compounds, 0.3% hits; in the data active = inhibition mostly above about 52%, no sharp cut-off; inactive = mostly below about 76%; also: some results filed as inactive read as strong as hits
* marks the source's active call; other numbers are inactive results; . = not tested or not shown; [ ] = another dose, or the depositor's remark.

SMILES,GPR35 arrestin U2OS,GPR55 LPI antagonism,AID2073,Siah-1 displacement,KOR beta-arrestin-1,KOR beta-arrestin-2,NOD1 NF-kB reporter,GPR55 activation,HIV fusion peptide
COC(=O)C(CCCCN1C(=O)C2C3C=CC(C3)C2C1=O)N1C(=O)C2C3C=CC(C3)C2C1=O (configuration not stated),4%,8%,4%,0%,-15%,-7.7%,-24%,0.1%,1.1%
COc1ccc(-c2nnc(SCc3csc(N)n3)n2C)cc1,0%,2%,-7%,-7%,22%,2.1%,-12%,-0.2%,-1.7%
Cc1ccc(N2CC(C(=O)N3CCC(C(=O)Nc4nnc(C(C)C)s4)CC3)CC2=O)cc1 (configuration not stated),6%,1%,-16%,-6%,-43%,2.1%,47%,-0.2%,0.1%
CCOC(=O)c1c(C)c(C(=O)NCCCN2CCCC2=O)c(C)n1CC,10%,-2%,16%,2%,-20%,3.5%,-15%,-0.1%,3.8%
S=C(NCCCN1CCOCC1)NC1CC1,-17%,-5%,10%,-3%,2%,-3.0%,-27%,0.5%,0.1%
Cc1cccc(C(=O)N[C@H](C(=O)OCc2cc(=O)n3c(n2)sc2ccccc23)C(C)C)c1,-13%,-14%,28%,-7%,-7%,-4.8%,-8%,-0.1%,1.5%
Cc1ccc(Cn2nc3c(cc2=O)CCc2ccccc2-3)cc1,-2%,28%,-7%,2%,19%,-5.4%,4%,0.0%,1.2%
O=C(COC(=O)C1CC2C=CC1C2)NCCc1ccccc1 (configuration not stated),-2%,-5%,-9%,-2%,10%,-3.9%,-41%,-0.2%,-0.9%
CC(=O)N1CCc2cc(S(=O)(=O)NCCC(=O)Nc3cccc(C)c3C)ccc21,21%,2%,2%,-5%,-32%,0.4%,1%,-0.1%,-1.8%
CC(=O)NS(=O)(=O)c1ccc2sc(C)nc2c1,23%,17%,-5%,-4%,15%,-3.3%,5%,0.2%,-0.4%
COC(=O)c1cc(NC(=O)/C=C/c2ccccc2)ccc1O,18%,4%,-8%,-6%,-24%,-4.1%,-35%,-0.1%,-1.7%
CN(C)CCCN(C(=O)c1ccc(N2C(=O)CCC2=O)cc1)c1nc2c(F)cccc2s1,0%,-4%,2%,-3%,20%,-3.2%,-17%,0.1%,3.3%
Cc1ccc(NC(=O)Nc2cccs2)c(Cl)c1,9%,6%,-13%,-2%,16%,5.0%,-16%,-0.2%,-2.2%
COc1ccc(-c2cc(C#N)nc(N3CCNCC3)n2)cc1,13%,-2%,30%,-4%,-25%,-0.4%,2%,0.5%,2.6%
CCOc1ccc(N2CC(=O)SC2=S)cc1,-9%,5%,-11%,-4%,6%,7.3%,21%,-0.1%,2.4%
O=C(COc1ccccc1O)Nc1ccc(Cl)cc1,8%,-16%,-4%,1%,-15%,2.1%,8%,0.0%,-1.2%
COc1ccc(C)cc1NC(=O)C1COc2ccccc2O1 (configuration not stated),4%,-3%,-7%,3%,14%,-4.3%,-45%,0.0%,0.0%
Cc1cccc(COc2ccc(/C(O)=C3\C(=O)C(=O)N(CCN(C)C)C3c3ccncc3)cc2)c1 (configuration not stated),10%,-8%,-1%,8%,-5%,2.1%,-7%,-0.1%,1.2%
Cc1ccc(C2/C(=C(/O)c3cnn(-c4ccccc4)c3C)C(=O)C(=O)N2CCN2CCOCC2)o1 (configuration not stated),6%,0%,-14%,-4%,.,1.7%,-27%,0.2%,1.7%
NS(=O)(=O)c1ccc(CCNC(=O)CCCn2ncn3c(cc4occc43)c2=O)cc1,-13%,3%,-4%,-6%,-10%,-5.1%,-29%,-0.3%,-1.3%
COc1ccc(CC(=O)NN2C(=O)c3ccccc3C2=O)cc1,-15%,0%,-6%,1%,-10%,8.1%,-28%,-0.3%,2.0%
CCN1CCCC1Cn1cnc2c([nH]c3cc(OC)ccc32)c1=O (configuration not stated),7%,18%,4%,18%,-12%,-0.6%,-13%,0.1%,1.7%
CC(C)(C)C(=O)NNC(=O)c1cc(C(C)(C)C)nn1Cc1ccccc1,13%,14%,3%,14%,-14%,-2.5%,4%,0.2%,1.7%
CC1CN(c2nn3c(=O)c4ccccc4nc3c3ccccc23)CC(C)O1 (configuration not stated),7%,-6%,12%,-9%,18%,-0.4%,-14%,0.1%,-1.2%
O=C(CSc1nnc(-c2ccc(Cl)s2)o1)N1CCCc2ccccc21,-4%,17%,6%,0%,-8%,-2.9%,4%,0.5%,1.0%
CCN(CC)S(=O)(=O)c1ccc(C(=O)NC(=S)N(CCC#N)Cc2cccnc2)cc1,9%,9%,-4%,3%,22%,-3.1%,-36%,0.0%,-1.3%
Oc1ccccc1N=Nc1nc(-c2ccccc2)c(-c2ccccc2)[nH]1,-4%,16%,-5%,-2%,34%,-8.5%,-6%,-0.1%,3.1%
NC(=O)Cn1c(=O)n(Cc2ccco2)c(=O)c2c3c(sc21)CCCCC3,5%,-10%,32%,-1%,-8%,-3.7%,9%,-0.2%,26%
CCC(C)NC(=O)c1cn(CC)c2cc(N3CCN(C)CC3)c(F)cc2c1=O (configuration not stated),2%,6%,5%,4%,-46%,-0.1%,-6%,-0.1%,1.2%
O=C(O)c1cscn1,-16%,-4%,0%,7%,-3%,35%,-20%,0.0%,-1.7%

Three of the entries above in order of the HIV fusion peptide value, high to low.
SMILES,GPR35 arrestin U2OS,GPR55 LPI antagonism,AID2073,Siah-1 displacement,KOR beta-arrestin-1,KOR beta-arrestin-2,NOD1 NF-kB reporter,GPR55 activation,HIV fusion peptide
CN(C)CCCN(C(=O)c1ccc(N2C(=O)CCC2=O)cc1)c1nc2c(F)cccc2s1,0%,-4%,2%,-3%,20%,-3.2%,-17%,0.1%,3.3%
Cc1ccc(C2/C(=C(/O)c3cnn(-c4ccccc4)c3C)C(=O)C(=O)N2CCN2CCOCC2)o1 (configuration not stated),6%,0%,-14%,-4%,.,1.7%,-27%,0.2%,1.7%
COc1ccc(C)cc1NC(=O)C1COc2ccccc2O1 (configuration not stated),4%,-3%,-7%,3%,14%,-4.3%,-45%,0.0%,0.0%

Later entries.
SMILES,GPR35 arrestin U2OS,GPR55 LPI antagonism,AID2073,Siah-1 displacement,KOR beta-arrestin-1,KOR beta-arrestin-2,NOD1 NF-kB reporter,GPR55 activation,HIV fusion peptide
CC1CCN(S(=O)(=O)c2ccc3c(c2)CCN3C(=O)C2CCC2)CC1,1%,-1%,5%,2%,-3%,5.1%,6%,-0.1%,-1.0%
COc1ccc(NC(=O)C2CCN(S(=O)(=O)c3cccc4cccnc34)CC2)cc1,18%,8%,6%,-1%,-28%,-4.3%,2%,-0.2%,-0.6%
O=C(/C=C/c1ccccc1)NNC(=O)C1CC1,-1%,-11%,-1%,3%,-37%,2.1%,-7%,-0.1%,2.0%
Cc1ccc(CNC(=O)C(=O)NCC2OCCN2S(=O)(=O)c2ccc(C)cc2)cc1 (configuration not stated),-9%,-8%,-3%,-3%,-23%,-0.1%,-21%,0.0%,3.3%
Cc1ccc(Cl)cc1-n1ncc2c(NNC(=O)c3ccco3)ncnc21,-1%,-6%,13%,20%,-5%,-1.4%,-36%,-0.6%,0.0%
CCOC(=O)c1cnc2ccc(OCC)cc2c1NCc1ccccc1,-4%,14%,16%,14%,20%,32%,-6%,-0.2%,0.1%
COC(=O)C1=C(C)N(c2ccccc2)C(=S)NC1c1ccccc1C(F)(F)F (configuration not stated),6%,12%,0%,-2%,-18%,-9.7%,-33%,-0.4%,0.1%
CCCNC(=O)Nc1ccc(NC(C)=O)cc1,2%,7%,5%,-3%,15%,-3.9%,-31%,-0.1%,-0.8%
CC(=O)Nc1ccc(OCc2ccc3c(c2)OCO3)cc1,3%,4%,13%,-2%,16%,4.1%,-33%,0.3%,-2.2%
Cc1nn(C)c(C)c1S(=O)(=O)N1CCC(C(=O)NC2CCCCCC2)CC1,-1%,4%,0%,5%,-25%,-0.9%,-25%,0.4%,2.7%
CC(Oc1ccc(Cl)cc1Cl)c1ccn[nH]1 (configuration not stated),9%,-3%,-6%,1%,-82%[20 µM],-1.1%,-33%,-0.1%,1.0%
CCCNC(=O)Cn1cc(S(=O)(=O)N2CCCC2)c(S(=O)(=O)N2CCCC2)c1,0%,-1%,2%,1%,16%,-1.5%,-18%,-0.2%,1.0%
COc1ccc(/C=C/C(=O)c2ccccc2)cc1Cn1nnc2ccccc21,2%,20%,6%,0%,38%,12%,-25%,0.1%,1.0%
Cc1c(Cl)cccc1NC(=S)N1CCN(C(=O)c2ccco2)CC1,-11%,-12%,-24%,-4%,-27%,6.4%,19%,0.9%,0.2%
CCOC(=O)NN1C(=O)c2ccccc2NC1c1ccccc1F (configuration not stated),-9%,4%,17%,-4%,7%,-3.4%,-18%,1.8%,0.8%
CCn1cc(C(=O)N(CCC(C)C)c2c(N)n(Cc3ccccc3)c(=O)[nH]c2=O)c(=O)c2ccc(C)nc21,-6%,11%,21%,10%,23%,-4.5%,-13%,-0.2%,3.1%
C[C@@H]1CC=C[C@H]2[C@H]1C(=O)N(Cc1ccccc1)[C@H]2c1ccc2ccccc2c1,-15%,22%,-10%,2%,27%,-2.0%,-6%,-0.1%,0.9%
C=CCNc1nc(Nc2ccc(OC)cc2)nc(OC)n1,18%,-5%,36%,4%,22%,5.2%,-15%,0.0%,1.2%
O=C(C1CCN(S(=O)(=O)N2CCC3(CC2)OCCO3)CC1)N1CCCCC1,-1%,-6%,-12%,6%,13%,0.9%,-41%,-0.1%,0.2%
C=CCc1cc(Cl)ccc1OCCN1CC(C)OC(C)C1 (configuration not stated),-9%,-2%,-1%,3%,10%[20 µM],-0.7%,-19%,-0.1%,0.7%
Nc1nc(CSc2nc3ccccc3s2)nc(Nc2ccccc2)n1,-3%,-3%,9%,-2%,1%,6.1%,.,-0.2%,-0.8%
COc1ccc(-c2cc(-c3cccs3)c(C#N)c(SCC(=O)NCc3ccco3)n2)cc1,11%,-14%,-4%,-2%,-65%,-1.8%,-229%,-0.3%,0.1%
O=C(c1ccc(CS(=O)Cc2ccccc2Cl)o1)N1CCN(c2ccccn2)CC1 (configuration not stated),11%,11%,-3%,2%,-28%,-1.0%,-6%,-0.3%,-0.1%
COc1ccc(-n2c(=O)c3c4c(sc3n(CC(=O)NCc3ccco3)c2=O)CCC4)c(OC)c1,7%,-7%,13%,6%,2%,-9.4%,-2%,-0.2%,1.1%

Only part of the results is shown; the hit share may differ from the screen's.
